High-throughput results deposited in PubChem by several laboratories.
EBNA-1 inhibitor: blocks EBNA-1 binding to DNA; EBNA-1 DNA binding, fluorescence polarization; inhibition, % at 14.8 µM; 0.34% of 300,000 active; in the data active = inhibition above about 28%
GLD-1 RNA inh: GLD-1-TGE RNA interaction inhibition (C. elegans) | Q17339 | purified GLD-1 + fluorescein TGE RNA, fluorescence polarization | inhibition, % at 5.96 µM | 0.44% of 320,000 active | AID 2280;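 active = percent inhibition above a per-plate cutoff, the plate mean of test compounds plus 3 SD, cut at about 30% in these data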;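 note: 0% = DMSO wells with GLD-1 and probe and 100% = wells lacking GLD-1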
Target sequence (Q17339 whole entry, looked up): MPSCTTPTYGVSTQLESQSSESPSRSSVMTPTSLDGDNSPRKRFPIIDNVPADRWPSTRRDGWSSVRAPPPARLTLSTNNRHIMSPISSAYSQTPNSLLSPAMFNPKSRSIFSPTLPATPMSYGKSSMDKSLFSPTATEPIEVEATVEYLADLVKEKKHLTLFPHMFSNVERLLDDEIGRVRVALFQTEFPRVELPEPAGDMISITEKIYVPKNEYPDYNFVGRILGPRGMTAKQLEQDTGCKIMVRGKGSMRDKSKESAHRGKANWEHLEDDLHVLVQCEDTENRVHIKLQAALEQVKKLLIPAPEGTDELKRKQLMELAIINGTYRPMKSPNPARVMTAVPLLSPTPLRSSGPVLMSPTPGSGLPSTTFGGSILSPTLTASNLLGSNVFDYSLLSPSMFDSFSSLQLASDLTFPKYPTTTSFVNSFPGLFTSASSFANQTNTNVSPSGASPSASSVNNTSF
Fam108B inh: Fam108B inhibition, counter-screen for RBBP9 inhibitors; inhibition, % at 9.51 µM; 0.33% of 300,000 active; recombinant Fam108B, FP-Rh probe fluorescence polarization;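 active = inhibition above the screen mean inhibition plus 3 SD, computed separately per campaign, cut at about 18% in these data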;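 note: inhibitors lower polarization as less probe binds the enzyme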
CR mimetic SO: yeast age-related superoxide inhibition as caloric restriction mimetic; 0.18% of 330,000 active; AID 2690; superoxide response (% of plate mean), % at 10 µM; S. cerevisiae aged cells, superoxide DHE fluorescence; stronger effect = lower value;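 active = superoxide response under a set limit, about three screen SD below normal, cut at about 65% in these data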;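 note: yeast aged for seven days with compound at 30 °C before DHE staining; 100% = average MFI of all compound-treated wells on the plate with controls excluded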
BCLXL inh: Bcl-xL (human) inhibition. Q07817. GST-Bcl-xL / FITC-Bim BH3 peptide fluorescence polarization. inhibition, % at 10.9 µM. 0.7% of 320,000 active;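 active = inhibition above the mean of all tested compounds plus 3 SD, cutoff set per campaign, cut at about 30% in these data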;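 note: 0% = DMSO wells and 100% = unlabeled Bim-BH3 peptide competitor; inhibitors lower millipolarization by displacing the labeled peptide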
MCL1 BIM primary: disrupts human MCL1 binding to BIM-BH3 peptide; 0.68% of 320,000 active; GST-MCL1 / FITC-Bim-BH3 fluorescence polarization; inhibition, % at 10.9 µM; Q07820;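 active = inhibition above the mean inhibition of all tested compounds plus 3 SD, set per campaign, cut at about 40% in these data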;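 note: 0% = DMSO wells and 100% = unlabeled Bim-BH3 peptide control; higher means more loss of mP so more displacement of Bim peptide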
Efflux pump mplx: inhibitors of Candida antifungal efflux pumps expressed in yeast | S. cerevisiae Candida pump triplex, Nile Red efflux | inhibition, % at 10 µM | 0.44% of 330,000 active | AID 485275;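 active = plate passing quality check with inhibition over a set limit, or well fluorescence over plate mean plus 4 SD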;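 note: Nile Red retained in pooled yeast measured as flow cytometry median fluorescence; 0% = buffer negative control and 100% = Enniatin B positive control; higher means more Nile Red kept so more efflux inhibition; some compounds called inactive have numbers as strong as hits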
ZTA counter: ZTA (EBV) inhibition in EBNA-1 counter-screen | P03206 | ZTA-DNA binding, fluorescence polarization | 0.15% of 320,000 active | inhibition, % at 11 µM; in the data active = inhibition above about 33%
MEX-5 binding: C. elegans MEX-5 TCR-2 RNA binding activity; Q9XUB2; MEX-5/FITC-TCR2 RNA binding, fluorescence polarization; stronger effect = lower value; activity score (negative = inhibition of binding), % at 10 µM; 0.38% of 300,000 active; AID 1832;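 active = inhibition past about -25% in most replicates, and total fluorescence under double the plate's negative control median, limit read from the data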;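 note: 0% = DMSO and -100% = 5 µM competing unlabeled TCR2 RNA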
Target sequence (Q9XUB2 whole entry, looked up): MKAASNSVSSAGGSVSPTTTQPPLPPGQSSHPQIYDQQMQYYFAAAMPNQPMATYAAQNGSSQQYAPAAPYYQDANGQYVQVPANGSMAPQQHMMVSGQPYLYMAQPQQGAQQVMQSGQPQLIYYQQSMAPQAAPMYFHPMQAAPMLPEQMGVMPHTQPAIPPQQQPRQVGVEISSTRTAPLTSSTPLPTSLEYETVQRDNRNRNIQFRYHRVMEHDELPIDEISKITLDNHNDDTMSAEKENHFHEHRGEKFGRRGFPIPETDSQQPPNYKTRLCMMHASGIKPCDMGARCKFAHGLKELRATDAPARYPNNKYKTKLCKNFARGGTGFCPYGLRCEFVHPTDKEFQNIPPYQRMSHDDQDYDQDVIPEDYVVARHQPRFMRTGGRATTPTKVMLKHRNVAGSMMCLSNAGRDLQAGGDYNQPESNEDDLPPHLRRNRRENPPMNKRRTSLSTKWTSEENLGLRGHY
An asterisk follows results filed as active; / = no result given. Outcome played no part in choosing rows (roughly 2.3% active in at least one column).

SMILES	EBNA-1 inhibitor	GLD-1 RNA inh	Fam108B inh	CR mimetic SO	BCLXL inh	MCL1 BIM primary	Efflux pump mplx	ZTA counter	MEX-5 binding
O=C(CN1CCN(S(=O)(=O)c2ccc(F)cc2)CC1)Nc1ccc2c(c1)OCO2	8	6	-3	86	-1	-3	-0.1	-8	-0.4
CCOC(=O)c1cc(-c2ccccc2)n(CC(=O)O)c1C	13	2	-1	92	-4	-6	-0.2	-13	/
O=C(CN1CCCCC1)Nc1ccc(NC(=O)c2ccc(Cl)cc2)cc1Cl	3	1	1	87	2	6	-0.2	3	-2.1
O=C(CCc1nnc(-c2ccc3c(c2)OCO3)o1)NC(c1ccccn1)C(F)(F)F (stereo not drawn)	5	4	-1	95	0	1	-0.1	-4	-0.4
Cc1ccc(S(=O)(=O)N2CCCCC2)cc1NC(=O)COC(=O)c1c(F)cccc1F	10	4	2	69	-5	6	-0.2	0	-1.5
C=C(C)C(=O)Nc1cccnc1Oc1ccc(F)cc1F	-15	4	-2	103	8	10	0.2	-3	-2.1
Cc1ccc(N(C)S(=O)(=O)c2cccc(C(=O)Nc3nc4ccccc4[nH]3)c2)cc1	5	4	-19	85	9	6	-0.2	3	3.9
CC(NC(=O)c1ccc(Br)cc1)c1ccccc1 (stereo not drawn)	7	7	1	95	-1	3	-0.1	-12	-1.3
Cc1ccccc1N1CCN(C(=O)c2ccccc2NC(=O)C2CC=CCC2C(=O)O)CC1 (stereo not drawn)	-15	1	-6	105	2	-7	0.7	1	1.0
COc1ccccc1N1CCN(C(=O)c2noc(C(C)C)c2[N+](=O)[O-])CC1	-6	-7	1	82	-2	2	0.0	7	/
CCOc1ccc(Cc2nnc(SCC(=O)c3ccc(OC)cc3)o2)cc1	-7	-3	2	115	-4	0	0.2	-14	-0.6
COc1ccc(CNC(=O)Cn2nc(C(F)(F)F)c(Br)c2C)cc1	-6	0	-2	102	8	2	-0.2	4	-2.7
N#Cc1sc(NCc2cccc(Cl)c2)nc1Cl	-6	1	-1	93	5	5	-0.1	0	-0.2
COc1ccc(C(=O)NNC(=O)C(=O)NC(C)c2ccccc2)cc1OC (stereo not drawn)	5	0	2	115	3	1	-0.1	-5	-3.3
Cc1ccc(NC(=O)CN(c2ccc(Cl)cc2)S(=O)(=O)c2cc([N+](=O)[O-])ccc2Cl)c(C)c1	0	-3	-6	99	-8	-11	0.1	-12	-1.5
Cc1c(C(N)=O)sc2ncn(CC(=O)N3CCC(C)CC3)c(=O)c12	5	3	1	106	0	1	0.2	2	1.4
Cc1noc(NS(=O)(=O)c2ccc(NC(=O)CCn3c(=O)oc4ccccc43)cc2)c1C	-1	7	3	84	1	1	0.1	0	-1.0
CC1CCC(C(C)C)C(OC(=O)Cn2c(-c3ccc(Cl)cc3)[n+](C)c3ccccc32)C1 (stereo not drawn)	-6	5	3	106	-2	-7	0.4	-25	0.5
Cn1c(=O)c2cc(NCc3ccccc3)nnc2n(C)c1=O	26	32*	14	116	46*	44*	0.0	52*	-2.6
Cc1ccc(C(=O)N(Cc2cccnc2)Cc2cc3cc(C)ccc3n3nnnc23)cc1	-7	0	0	87	-2	-1	0.1	-4	-2.3
O=C(c1ccco1)N1CCN(C(=O)c2ccccc2NS(=O)(=O)c2ccc(F)cc2)CC1	0	-3	-5	104	-2	-3	0.3	-6	1.8
Cc1cccc(C)c1NC(=O)CN(C)C(=O)c1cccc(S(=O)(=O)N2CCN(c3ccc(F)cc3)CC2)c1	9	-2	-5	96	-3	-9	-0.1	4	0.4
COc1ccc(Cc2nc(-c3ccc(Br)o3)no2)cc1OC	-10	2	-3	105	3	3	-0.1	5	1.1
CCn1cc(S(=O)(=O)NCCc2ccccc2OC)cn1	5	3	2	98	3	10	-0.1	-8	1.6
Cc1ccccc1OCC(=O)N=Nc1c(O)n(C)c2ccccc12	0	5	-5	106	0	-4	0.0	18	2.5
CCOC(=O)/C(=N\Nc1ccccc1Cl)N1CCN(Cc2ccccc2)CC1	-4	-3	1	99	4	3	-0.1	18	-2.1
Cn1c(SCC(=O)Nc2ccccc2F)nnc1-c1cccnc1	-8	0	-1	90	0	3	-0.1	-5	1.3
COc1cc(/C=N/NC(=O)c2cc(-c3cccn3C)n[nH]2)cc(OC)c1OC	4	1	6	102	7	-2	-0.1	-10	0.9
O=c1c2[nH]c3ccc(Cl)cc3c2ncn1CCN1CCCCC1	-3	1	-1	106	6	5	-0.1	17	-2.8
Fc1ccccc1N1CCN(c2nc3ccccc3n3nnnc23)CC1	0	23	2	83	36*	52*	-0.2	-1	2.6
COc1cccc(C2c3c(oc4ccc(F)cc4c3=O)C(=O)N2CCN2CCOCC2)c1OC (stereo not drawn)	9	-4	3	89	1	4	0.1	0	-2.0
Cc1nn(S(=O)(=O)c2ccc([N+](=O)[O-])cc2)c(C)c1Sc1ccccc1	4	2	1	84	4	9	0.1	-7	-1.5
CC(C)(C)c1nc(Sc2ccc([N+](=O)[O-])cn2)n[nH]1	-6	0	-3	117	5	10	0.1	-1	5.2
O=C(NNC(=O)c1cccs1)Nc1cccc(Cl)c1	-12	2	1	103	7	2	-0.1	-25	1.4
Cn1c(/C(C#N)=C/c2ccc(O)cc2)nc2ccccc21	1	6	-4	100	0	0	0.1	-17	-3.4
CC(=O)Nc1cccc(C(=O)OCCCOc2ccc(F)cc2)c1	7	6	-1	98	8	-12	0.2	-2	2.3
N/C(=N/OC(=O)c1ccc(Cl)cc1)c1ncc([N+](=O)[O-])s1	-8	-3	2	104	3	9	0.0	2	0.9
O=C(O)c1cccc2c1/C(=N/O)c1ccccc1-2	4	8	-1	133	1	1	-0.2	4	-0.9
Cc1ccc(NC(=O)CSc2nc(O)cc(=O)n2-c2ccc(C)cc2)cc1	-4	-14	-10	105	-4	-4	-0.1	-16	-1.2
CC(=O)N1CCN(S(=O)(=O)c2cccc(C(=O)NC3CCC(C)CC3)c2)CC1 (stereo not drawn)	-4	2	2	91	3	2	0.1	-1	2.2

In another format: two of the compounds above.
> O=c1c2[nH]c3ccc(Cl)cc3c2ncn1CCN1CCCCC1
  EBNA-1 inhibitor = -3	GLD-1 RNA inh = 1	Fam108B inh = -1	CR mimetic SO = 106	BCLXL inh = 6	MCL1 BIM primary = 5	Efflux pump mplx = -0.1	ZTA counter = 17	MEX-5 binding = -2.8

> Fc1ccccc1N1CCN(c2nc3ccccc3n3nnnc23)CC1
  EBNA-1 inhibitor = 0	GLD-1 RNA inh = 23	Fam108B inh = 2	CR mimetic SO = 83	BCLXL inh = 36*	MCL1 BIM primary = 52*	Efflux pump mplx = -0.2	ZTA counter = -1	MEX-5 binding = 2.6

The results go on.
SMILES	EBNA-1 inhibitor	GLD-1 RNA inh	Fam108B inh	CR mimetic SO	BCLXL inh	MCL1 BIM primary	Efflux pump mplx	ZTA counter	MEX-5 binding
Cc1ccc(NC(=O)CCSc2ccccn2)cc1	4	0	1	103	5	4	4.9	-3	-0.3
COc1ccc(Nc2nnc(SCC(=O)Nc3ccc4[nH]c(=O)[nH]c4c3)s2)cc1	9	-1	-1	106	1	8	-0.1	5	0.4
O=C1NC(Cc2ccccc2)C(=O)N1Cc1cc([N+](=O)[O-])cc2c1OCOC2 (stereo not drawn)	14	2	12	99	-3	7	-0.1	3	0.7
CCCCn1c(N)c(N(CCOC)C(=O)c2nn(CC)c(=O)c3ccccc23)c(=O)[nH]c1=O	-3	8	-4	132	-6	-5	0.4	2	-0.1
CCn1cc(/C=N\NC(=O)Cc2ccc(Cl)cc2)cn1	-2	0	-4	91	0	6	0.3	1	-0.8
Cc1ccc(S(=O)(=O)NNC(=O)c2csnn2)cc1	4	-2	4	89	8	26	-0.1	1	-0.7
O=C(NCCO)Nc1ccc(Cl)cc1	6	0	-1	101	7	4	0.0	4	-1.8
COc1ccc(C2CC(C(F)(F)F)n3ncc(C(=O)Nc4c(C)n(C)n(-c5ccccc5)c4=O)c3N2)cc1 (stereo not drawn)	-6	5	1	119	-1	1	0.1	0	-2.4
COc1ccccc1NC(=O)COc1ccc2c(c1)OCO2	1	7	-3	104	7	8	0.0	-21	-1.4
Cc1cccc(C)c1NC(=O)c1ccc(-n2cncn2)nc1	8	3	-1	95	4	4	0.0	11	0.8
CC1CN(C(c2ccco2)c2sc3ncnn3c2O)CC(C)O1 (stereo not drawn)	-3	3	2	103	5	2	-0.2	3	-3.4
Cc1cc(NS(=O)(=O)c2cc(Cl)sc2Cl)no1	-5	0	3	107	1	-3	-0.2	2	1.2
Cc1cccc(NC(=O)CSc2nnc(CNC(=O)c3cccs3)o2)c1C	-3	-2	0	101	3	-3	0.0	5	-3.8
CC(Oc1ccccc1)C(=O)NCc1cccnc1 (stereo not drawn)	10	-1	5	84	0	-1	-0.1	-12	-1.3
Cc1cccc(NS(=O)(=O)c2cccc3nonc23)c1	4	3	-1	89	7	5	0.0	-4	0.8
O=C(/C=C/c1ccc(OCCCF)cc1)N1CCN(Cc2ccccc2)CC1	-15	9	-2	103	6	7	-0.1	-13	-1.6
Cc1ccc(N(C(=O)CCC(=O)Nc2cc(C)on2)C(C(=O)NC2CCCC2)c2ccncc2)cc1 (stereo not drawn)	1	5	-3	95	1	7	0.0	4	0.5
N#Cc1nc(COc2ccc(F)cc2)oc1N1CCCC1	2	0	-2	72	2	0	0.0	-2	1.8
COC(=O)c1cc2oc(C)cc2n1CC(=O)N(C)c1ccccc1	4	5	3	99	3	4	0.1	-5	-2.0
CCC1Oc2ccccc2N(CC(=O)NC2CCCCC2)C1=O (stereo not drawn)	8	-5	0	117	5	6	-0.6	-4	0.8
COc1ccc(C2=C(C#N)C(=O)OC2)cc1	3	2	-12	93	3	-8	0.0	9	-0.3
CCCCC(NC(=O)c1cccc(Br)c1)C(=O)O (stereo not drawn)	5	0	-1	96	-2	0	0.1	9	-1.1
COc1ccc(-n2c(SCC(N)=O)nnc2-c2cccnc2)cc1	5	0	-2	104	0	4	-0.1	14	-0.4
CCOC(=O)N1CCC(N2CCN(S(=O)(=O)c3ccc([N+](=O)[O-])cc3)CC2)CC1	-1	0	-1	115	5	1	-0.1	-3	-0.2
COC(=O)[C@@]12CCCCN1[C@H](c1ccc(-c3ccc(F)cc3)cc1)[C@@H]1C(=O)N(C)C(=O)[C@@H]12	8	-2	5	100	7	8	-0.2	13	-6.2
O=C(O)C1CCCN(S(=O)(=O)c2ccc(-c3ccc(=O)[nH]n3)s2)C1 (stereo not drawn)	-10	-5	4	79	3	-4	0.3	10	-0.7
NC(=O)CSc1nnc(Cc2csc(Nc3ccccc3)n2)n1Cc1ccccc1	7	6	-4	92	-1	4	0.0	3	-3.4
CN(c1ccccc1)S(=O)(=O)c1cccc(NC(=O)c2cc3ccccc3oc2=O)c1	-10	1	2	105	1	9	0.1	-5	0.2
COCCN1CSC(=S)N(Cc2ccco2)C1	-5	5	-2	116	10	15	-0.1	5	-2.2
Cc1cccc(-c2nc(CS(=O)CC(=O)NCCc3ccc(Cl)cc3)c(C)o2)c1 (stereo not drawn)	-22	-4	2	94	5	2	-0.1	10	-1.4
N#Cc1cc2c(nc1SCc1cccnc1)CCCC2	-5	9	-6	92	-2	-14	0.0	2	-0.1
O=C(N/N=C/c1ccoc1)c1ccc(Cl)cc1	-5	-2	-3	103	-1	-3	0.0	13	0.6
CCOc1ccc(/C=N/NC(=S)NC2CC3CC2C2C=CCC32)cc1 (stereo not drawn)	2	-3	-1	95	1	-1	-0.1	19	2.8
COc1ccc(N=C2SCC(c3ccc([N+](=O)[O-])cc3)=NN2CCO)cc1	-4	6	3	92	-2	3	-0.1	1	1.3
O=C(/C=C/c1ccccc1)c1ccccn1	2	15	1	100	18	21	0.1	12	-4.9
